# SKN-1 inh: suppressors of acrylamide-induced Pgst-4::GFP reporter in worms, primary screen, SKN-1 inhibitor project, whole organism, uHTS, GFP/RFP fluorescence ratio, strain VP596 | C. elegans VP596 Pgst-4::GFP/RFP ratio, 24 h | inhibition, % at 21.8 µM | 360,000 compounds, 0.49% hits | AID 624304, 2012;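 active = interference check ratio from 0.5 to 1.5 plus GFP to RFP signal ratio inhibition reaching or exceeding a fixed threshold, cut at about 30% in these data, passing the limit was not always enough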; also: some compounds called inactive have numbers as strong as hits
# Scp-1 inhibitor: Scp-1 phosphatase inhibitors, primary screen, biochemical, colorimetric, uHTS. inhibition, % at 20 µM. 340,000 compounds, 0.88% hits. Recombinant Scp1, phosphopeptide, malachite green phosphate absorbance;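 active = inhibition above about 50% at 20 µM, limit read from the data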;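 also: plate controls were DMSO wells with enzyme for no effect and wells lacking enzyme for full effect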
# Target sequence (Q9GZU7 76-261 limits assumed): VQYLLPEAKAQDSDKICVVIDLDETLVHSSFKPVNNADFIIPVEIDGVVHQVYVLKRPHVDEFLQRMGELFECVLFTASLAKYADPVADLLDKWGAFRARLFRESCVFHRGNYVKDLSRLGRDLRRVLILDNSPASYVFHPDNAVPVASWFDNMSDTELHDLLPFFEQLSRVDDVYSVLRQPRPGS
#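 System: truncated SCP-1 phosphatase (76-261aa); medium: Tris acetate buffer pH 5.5 with MgCl2 and Tween-20; incubation: 45 min room-temperature reaction, 5 min colour, 30 min stabiliser; compound: single 20 µM dose, 1% DMSO; reagent: Phosphorylated 17-residue peptide substrate; read-out: % inhibition at 20 µM; technique: colorimetric free-phosphate detection, absorbance 630 nm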
# SUMO1-SIM PPI: modulators of SUMO1 protein-protein interactions, primary screen, biochemical, uHTS; Small ubiquitin-related modifier 1 (Homo sapiens), P63165; SUMO1 binding to a labelled peptide, TR-FRET, 1 h; inhibition, % at 20 µM; 360,000 compounds, 0.33% hits; in the data active = inhibition above about 37%
# Target sequence (P63165 whole entry, looked up): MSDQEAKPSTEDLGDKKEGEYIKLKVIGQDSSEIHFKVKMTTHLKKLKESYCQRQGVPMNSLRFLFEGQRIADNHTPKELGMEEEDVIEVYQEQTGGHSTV
# Neddylation inh: inhibitors of cullin neddylation, primary screen, biochemical, TR-FRET, uHTS, NAE and Ubc12; 360,000 compounds, 0.58% hits; calls only at 25 µM; NEDD8-conjugating enzyme Ubc12 (Homo sapiens) + NEDD8-activating enzyme E1 regulatory …; in the data active = inhibition above about 36%
# Target sequence (P61081 whole entry, looked up): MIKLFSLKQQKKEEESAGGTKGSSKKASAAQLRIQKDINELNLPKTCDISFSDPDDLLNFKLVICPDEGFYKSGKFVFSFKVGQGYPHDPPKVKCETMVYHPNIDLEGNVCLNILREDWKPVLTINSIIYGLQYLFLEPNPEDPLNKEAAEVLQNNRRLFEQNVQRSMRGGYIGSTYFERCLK
# Target sequence (Q13564 whole entry, looked up): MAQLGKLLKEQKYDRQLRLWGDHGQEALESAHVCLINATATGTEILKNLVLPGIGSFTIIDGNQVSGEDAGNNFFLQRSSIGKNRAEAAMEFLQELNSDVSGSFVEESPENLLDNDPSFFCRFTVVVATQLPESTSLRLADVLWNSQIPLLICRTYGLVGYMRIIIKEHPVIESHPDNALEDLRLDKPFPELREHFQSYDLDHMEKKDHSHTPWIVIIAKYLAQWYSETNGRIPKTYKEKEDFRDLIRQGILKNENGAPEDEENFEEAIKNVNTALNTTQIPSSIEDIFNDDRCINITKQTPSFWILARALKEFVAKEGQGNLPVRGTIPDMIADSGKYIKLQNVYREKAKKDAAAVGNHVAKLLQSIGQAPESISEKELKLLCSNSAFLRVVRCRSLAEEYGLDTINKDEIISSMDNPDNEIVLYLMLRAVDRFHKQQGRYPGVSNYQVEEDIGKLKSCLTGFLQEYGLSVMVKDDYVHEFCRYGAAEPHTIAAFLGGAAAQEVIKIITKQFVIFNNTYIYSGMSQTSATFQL
# NRP1-CendR mod: modulators of CendR peptide binding to NRP-1, primary screen, biochemical, fluorescence polarization, uHTS; Neuropilin-1 (Homo sapiens), O14786; FAM-RPARPAR peptide binding to NRP-1; inhibition, % at 25 µM; 360,000 compounds, 0.85% hits; AID 602438, 2012;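 active = inhibition or corrected inhibition above about 18%, plus a signal ratio from 0.5 to 1.5, limit read from the data, passing the limit was not always enough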; also: strong numbers were not always called active
# Tb MetRS inh: T. brucei MetRS inhibitors, primary screen, biochemical, luminescence; 360,000 compounds, 0.4% hits; purified T. brucei MetRS, ATP depletion, Kinase-Glo luminescence; inhibition, % at 11.9 µM; methionyl-tRNA synthetase (Trypanosoma brucei brucei);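 active = inhibition above a per-plate cutoff of the control wells' mean inhibition plus 3 SD, cut at about 5.5% in these data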;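 also: 0% = DMSO wells median and 100% = median of wells with control inhibitor compound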
#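 Assay system: T. brucei methionyl-tRNA synthetase, purified | Medium: HEPES buffer with MgCl2, KCl, DTT, spermine, BSA, pyrophosphatase | Compound: 11.9 µM single point | Incubation: 15 min enzyme-compound preincubation, 2 h reaction, 10 min detection, 25 °C | Measured by: Kinase-Glo luciferase luminescence reporting remaining unconsumed ATP | Measure: % inhibition normalized to control-well medians | Replication: Singlicate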
# STEP inh: STEP phosphatase inhibitors, primary screen, biochemical, fluorescence intensity, uHTS; AID 588621, 2011; Tyrosine-protein phosphatase non-receptor type 5 (Homo sapiens), P54829; 360,000 compounds, 0.25% hits; recombinant STEP, OMFP fluorogenic substrate; inhibition, % at 20 µM;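 active = inhibition at 20 µM, scaled per plate between control wells, above about 37%, limit read from the data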;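 also: 0% = DMSO with enzyme and substrate and 100% = substrate only without enzyme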
#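 Assay system: isolated STEP enzyme / Timing: 20 min at room temperature, dark / Doses: 20 µM, 1% DMSO / Technique: fluorescence intensity, excitation 480 nm, emission 540 nm / Reagent: fluorogenic phosphatase substrate OMFP at 25 µM final / Measure: percent inhibition scaled to no-enzyme and uninhibited-enzyme controls, plate-pattern corrected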
# DNMT1 block: human DNMT1 methyltransferase inhibitors, primary screen, biochemical, molecular beacon, fluorescence, HinP1I cleavage, uHTS; DNA (cytosine-5)-methyltransferase 1 (Homo sapiens), P26358; inhibition (reported as % activation of signal), % at 10 µM; 360,000 compounds, 0.83% hits; in the data active = inhibition above about 50%
# NadD block: inhibitors of S. aureus NadD, primary screen, biochemical, colorimetric, uHTS; purified NadD enzyme, colorimetric absorbance read-out; inhibition, % at 20 µM; 360,000 compounds, 0.78% hits; in the data active = inhibition above about 26%; also: some compounds past the cut are filed as inactive
# LMPTP block: LMPTP phosphatase inhibitors, primary screen, biochemical, fluorescence intensity, uHTS; Low molecular weight phosphotyrosine protein phosphatase (Homo sapiens), P24666; recombinant LMPTP-A, OMFP fluorogenic substrate; inhibition, % at 20 µM; AID 651560, 2012; 360,000 compounds, 0.22% hits;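 active = compounds that cut the enzyme signal by at least half of the control window in the single-dose screen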;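 also: plate controls were DMSO wells with enzyme plus substrate for no effect and substrate without enzyme for full effect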
#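 Assay system: LMPTP-A, protein tyrosine phosphatase of low molecular weight / Medium: pH 6.0 Bis-Tris buffer with DTT and Triton X-100 / Schedule: 50 min enzyme reaction at room temperature, protected from light / Measured by: endpoint fluorescence intensity from OMFP dephosphorylation / Read-out basis: % inhibition relative to no-enzyme and uninhibited control wells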
# Numbers without * were called inactive; i = inactive; / = no result given.
1) COc1ccc(C(=O)c2ccc(OC)c(OC)c2)cc1OC
2) CC(C)NC(=O)NC(=O)COC(=O)C1(C)CC1(Cl)Cl (centres undefined)
3) COc1ccc(/C=N/n2cnn(Cc3ccccc3Cl)c2=S)cc1
4) Cn1c(SCC(=O)c2ccccc2)nnc1-c1ccccn1
5) CC(C)(C)NC(=O)CSc1nc(-c2ccccc2)c(-c2ccccc2)[nH]1
6) CCc1c(C)nc2ncnn2c1N1CCC(C(=O)NCc2cccs2)CC1
7) COc1cccc(OCc2nnc(SCC(=O)NCc3ccco3)n2CCc2ccccc2)c1
8) Cc1ccc(C(=O)CSc2nnc(C)s2)cc1
screen / no.	1	2	3	4	5	6	7	8
SKN-1 inh	8	1	13	14	19	1	-3	-5
Scp-1 inhibitor	-5	-3	-1	-17	-6	0	15	-3
SUMO1-SIM PPI	1	7	-5	2	3	-1	7	2
Neddylation inh	i	i	i	i	i	i	i	i
NRP1-CendR mod	5	15	4	-8	9	11	-23	0
Tb MetRS inh	0.0	-0.5	-1.4	-0.3	0.0	-0.1	-0.4	1.3
STEP inh	0	-1	3	2	2	1	-1	-2
DNMT1 block	2	-1	-3	0	-16	0	40	2
NadD block	-2	4	1	-10	-5	-2	11	1
LMPTP block	-2.2	3.0	4.5	-0.8	0.9	0.5	1.1	-1.1

9) O=C(NCc1ccccc1)Nc1cccn(Cc2ccc(F)cc2)c1=O
10) COc1ccc(C(CC(=O)NCc2ccccc2)Sc2n[nH]c(-c3ccccc3)n2)cc1 (centres undefined)
11) COc1ccc(CCNC(=O)C2CCCN(S(C)(=O)=O)C2)cc1OC (centres undefined)
12) CCOC(=O)C1=NN(c2ccc(F)cc2)C2=NC(C)=C(C(=O)OC)C(c3cccs3)N12 (centres undefined)
13) COc1ccc(Cl)cc1S(=O)(=O)N1CCCC(C(=O)NCCc2ccccc2)C1 (centres undefined)
14) Cc1c(C(=O)N2CCCCC2)sc(NC(=O)C(C)C)c1C#N
15) COC(=O)CSC1=C(C#N)C(c2ccccc2OC)C(C(=O)OC)C(=O)N1 (centres undefined)
16) CNC(=O)C1C2C=CC3(O2)C1C(=O)N(C1CC1)C3C(=O)NCc1ccc(OC)cc1 (centres undefined)
screen / no.	9	10	11	12	13	14	15	16
SKN-1 inh	0	7	-1	4	-20	3	5	-20
Scp-1 inhibitor	-8	-1	2	0	-4	-4	-2	3
SUMO1-SIM PPI	-2	-5	-5	1	-3	-2	0	0
Neddylation inh	i	i	i	i	i	i	i	i
NRP1-CendR mod	1	3	2	0	0	-4	12	2
Tb MetRS inh	-0.7	-0.3	-1.0	-1.0	-0.3	-0.9	-1.0	0.1
STEP inh	-1	2	2	2	-2	2	2	-1
DNMT1 block	-6	2	4	0	-1	2	1	2
NadD block	-5	2	0	7	-5	3	6	0
LMPTP block	0.2	0.1	-1.3	0.6	0.3	-0.5	0.0	0.9

# In a second layout: two of the compounds above.
# Under each structure – SKN-1 inh | Scp-1 inhibitor | SUMO1-SIM PPI | Neddylation inh | NRP1-CendR mod | Tb MetRS inh | STEP inh | DNMT1 block | NadD block | LMPTP block
(13) COc1ccc(Cl)cc1S(=O)(=O)N1CCCC(C(=O)NCCc2ccccc2)C1 (centres undefined)
  -20 | -4 | -3 | i | 0 | -0.3 | -2 | -1 | -5 | 0.3
(12) CCOC(=O)C1=NN(c2ccc(F)cc2)C2=NC(C)=C(C(=O)OC)C(c3cccs3)N12 (centres undefined)
  4 | 0 | 1 | i | 0 | -1.0 | 2 | 0 | 7 | 0.6

# The list continues.
17) CCC/C=C/c1ccc(CN2C(C(C)C)C(=O)N(Cc3cn(CCC4OCCCO4)nn3)CCS2(=O)=O)cc1 (centres undefined)
18) CCc1ccc(NC(=O)C2CCN(S(=O)(=O)c3c(C)noc3/C=C/N(C)C)CC2)cc1
19) COc1ccc(C=NCC2COc3ccccc3O2)cc1OC (centres undefined)
20) COc1ccc(S(=O)(=O)N2CCC(C(=O)N3CCCCC3)CC2)cc1
21) O=C(Nc1ccc(C(F)(F)F)cc1)C1CCN(c2cnccn2)CC1
22) Cc1ccc(/C=N/n2cnc3sc(C)c(C)c3c2=O)o1
23) CC(C)=NN1C(c2nonc2N)=NOC1(C)C
24) CC(=O)/C(=N/Nc1ccccc1[N+](=O)[O-])N1CCCc2ccccc21
screen / no.	17	18	19	20	21	22	23	24
SKN-1 inh	0	-5	0	-6	5	17	-5	3
Scp-1 inhibitor	/	-5	-1	9	-5	-5	-4	-18
SUMO1-SIM PPI	4	-1	-1	-4	1	-6	-6	-30
Neddylation inh	i	i	i	i	i	i	i	i
NRP1-CendR mod	-6	2	4	7	0	7	1	-5
Tb MetRS inh	-0.2	-0.4	-0.6	-1.0	0.3	0.7	2.5	0.2
STEP inh	8	1	-2	0	-3	2	0	2
DNMT1 block	-6	-9	2	3	5	0	5	3
NadD block	-12	-1	3	-4	-4	-1	-4	-4
LMPTP block	2.2	0.3	0.8	-0.7	0.4	0.5	0.3	3.6

25) Cc1cc(OC(=O)c2cccc(Cl)c2)c([N+](=O)[O-])c(=O)[nH]1
26) CCOc1ccc(N2CC(C(=O)Nc3cccc(C)c3C)CC2=O)cc1 (centres undefined)
27) CC(C)=CC(=O)N1CCCC(N2CCN(c3ccccc3C)CC2)C1 (centres undefined)
28) Cc1cc(C)c(S(=O)(=O)N2CCC(C(=O)NCc3ccco3)CC2)c(C)c1
29) CC12CCC(=O)C=C1CCC1C2C(O)CC2(C)C1CCC21OCC1=O (centres undefined)
30) Cn1c(=O)c(C(=O)NNC(=O)c2cccc(Cl)c2)c(O)c2ccccc21
31) CCc1nc2c(OCc3cccc(OC)c3)cccn2c1N(C)C(=O)c1ccc(OC)cc1
32) COc1cccc(/C=N/n2nnnc2N)c1
screen / no.	25	26	27	28	29	30	31	32
SKN-1 inh	4	10	32	14	10	-2	10	15
Scp-1 inhibitor	-2	-5	3	3	-5	-16	/	-5
SUMO1-SIM PPI	-5	5	2	1	-3	7	3	-5
Neddylation inh	i	i	i	i	i	i	i	i
NRP1-CendR mod	14	5	-6	-12	5	-7	-4	-8
Tb MetRS inh	0.0	-0.1	0.1	-0.1	-0.2	-0.5	-0.3	-0.2
STEP inh	2	0	0	-1	0	5	2	-4
DNMT1 block	1	2	11	0	-1	0	-3	2
NadD block	-2	0	2	-1	-1	2	14	-5
LMPTP block	-1.9	-1.3	0.4	0.4	-1.2	0.2	-0.2	0.8

33) O=C(O)c1ccc(F)c(S(=O)(=O)Nc2ccccc2)c1
34) CCCNC(=O)C[C@@H]1CC[C@H]2NC[C@H](O)COC[C@@H]2O1
35) CCNC(=S)N1CCC(C(=O)c2ccc3c(c2)OCCO3)CC1
36) O=C(NNC(=S)Nc1ccccc1Cl)C1CC1
37) COc1ccc(S(=O)(=O)N(C)c2ccc(C(=O)Nc3cccnc3)cc2)cc1OC
38) O=C(CC(=O)c1ccccc1O)c1ccc(F)cc1
39) CC(=O)N1c2ccc(S(=O)(=O)CCC(=O)O)cc2CC1C (centres undefined)
40) COc1cccc(C(=O)NNC(=O)c2ccccc2-n2cccc2)c1
screen / no.	33	34	35	36	37	38	39	40
SKN-1 inh	25	11	-3	-1	3	18	-17	-5
Scp-1 inhibitor	-7	/	-5	0	-7	-13	-2	-4
SUMO1-SIM PPI	2	1	1	-2	0	-5	0	1
Neddylation inh	i	i	i	i	i	i	i	i
NRP1-CendR mod	-12	3	5	12	10	8	3	0
Tb MetRS inh	-0.3	-0.3	2.2	0.1	-0.4	-0.3	-0.5	-0.4
STEP inh	0	/	-3	-2	-2	1	3	2
DNMT1 block	4	/	-1	6	-1	-1	5	1
NadD block	10	/	3	-8	2	5	-5	-2
LMPTP block	-1.6	-0.2	0.5	-0.6	-0.6	0.3	-0.3	0.5

# In a second layout: results already given.
nr | molecule | SKN-1 inh | Scp-1 inhibitor | SUMO1-SIM PPI | Neddylation inh | NRP1-CendR mod | Tb MetRS inh | STEP inh | DNMT1 block | NadD block | LMPTP block
38 | O=C(CC(=O)c1ccccc1O)c1ccc(F)cc1 | 18 | -13 | -5 | i | 8 | -0.3 | 1 | -1 | 5 | 0.3
32 | COc1cccc(/C=N/n2nnnc2N)c1 | 15 | -5 | -5 | i | -8 | -0.2 | -4 | 2 | -5 | 0.8
33 | O=C(O)c1ccc(F)c(S(=O)(=O)Nc2ccccc2)c1 | 25 | -7 | 2 | i | -12 | -0.3 | 0 | 4 | 10 | -1.6
36 | O=C(NNC(=S)Nc1ccccc1Cl)C1CC1 | -1 | 0 | -2 | i | 12 | 0.1 | -2 | 6 | -8 | -0.6
9 | O=C(NCc1ccccc1)Nc1cccn(Cc2ccc(F)cc2)c1=O | 0 | -8 | -2 | i | 1 | -0.7 | -1 | -6 | -5 | 0.2

# Later entries
41) COc1ccccc1N1CCN(/N=C\c2ccc(C)o2)CC1
42) CCOc1ccccc1N1CCN(Cc2cn[nH]c2-c2ccc(F)cc2)CC1
43) O=C(Cn1c(=O)oc2ccccc21)Nc1ccccc1C(F)(F)F
44) CN(CC(=O)Nc1cccc(F)c1)C(=O)C1=COCCO1
45) COc1ccccc1NC(=O)CN(C)S(=O)(=O)c1ccc2c(c1)CCC(=O)N2
46) CCCCOCCCNC(=O)CC(C)c1ccccc1 (centres undefined)
47) C/C(CCc1ccccc1)=N/NC(=O)C(=O)NCc1ccccc1
screen / no.	41	42	43	44	45	46	47
SKN-1 inh	14	9	-7	20	1	6	-1
Scp-1 inhibitor	-8	-10	-9	-6	-13	-5	-13
SUMO1-SIM PPI	-4	-3	-2	5	3	2	4
Neddylation inh	i	i	i	i	i	i	i
NRP1-CendR mod	2	-6	-3	2	-1	-7	9
Tb MetRS inh	-0.6	-1.2	-0.6	-0.2	-0.6	-0.4	-0.4
STEP inh	1	0	-5	0	-2	-2	-2
DNMT1 block	-3	-3	-1	3	-2	0	0
NadD block	-4	-12	5	-3	-2	-5	0
LMPTP block	0.3	-1.0	-0.2	-0.8	-0.3	-0.3	-2.3

# Assay outcomes: PubChem, several laboratories
